# Screening data from PubChem.
# Rin1 Abl inh: human Rin1-Abl interaction inhibition; P00519+Q13671; TR-FRET Rin1/Abl binding, biochemical; inhibition, % at 7.35 µM; 360,000 compounds, 0.4% hits; in the data active = inhibition above about 5%, passing the limit was not always enough
# bovine MsrA act: activates bovine MsrA enzyme | purified bovine MsrA, absorbance read-out | activation, % at 10.6 µM | 360,000 compounds, 0.3% hits; in the data active = activation above about 7.5%;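 also: 0% = vehicle and 100% = reference activator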
# MsrA inh: bovine MsrA inhibition | inhibition, % at 15.5 µM | 360,000 compounds, 0.75% hits | purified bovine MsrA, absorbance read-out; in the data active = inhibition above about 4.5%;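 also: 0% = vehicle wells with enzyme and 100% = reference inhibitor wells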
# MT1-MMP act inh: blocks activation of human MT1-MMP; 360,000 compounds, 0.061% hits; P50281; GFP/RFP ratio change, % at 20 µM; HT1080 RFP-PRO-GFP cells, GFP/RFP ratio fluorescence, overnight; percent of plate control window, DMSO zero;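 active = GFP/RFP ratio change of at least 30% with cell ATP level not reduced by more than half and red fluorescence within 50% of control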; also: strong numbers were not always called active
#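 Read-out: GFP/RFP fluorescence ratio; Test system: RFP-PRO-GFP reporter HT1080 cells; Compound dosing: single-point 20 µM compound, 1% DMSO; Times: overnight compound exposure at 37 °C.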
# SKN-1 inh: C. elegans SKN-1 inhibition | C. elegans VP596 Pgst-4::GFP/RFP ratio, acrylamide-induced, 24 h | inhibition, % at 21.8 µM | 360,000 compounds, 0.49% hits | AID 624304;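 active = interference check ratio from 0.5 to 1.5 plus GFP to RFP signal ratio inhibition reaching or exceeding a fixed threshold, cut at about 30% in these data, passing the limit was not always enough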; also: some compounds called inactive have numbers as strong as hits
# Neddyl block: cullin neddylation inhibition. TR-FRET cullin neddylation, biochemical. calls only at 25 µM. 360,000 compounds, 0.58% hits. AID 651699; in the data active = inhibition above about 36%
# eLon inh: E. coli protease La inhibition; P0A9M0; purified E. coli Lon protease, fluorescence polarization; inhibition, % at 7.94 µM; 360,000 compounds, 0.42% hits; AID 602123; in the data active = inhibition above about 13%, passing the limit was not always enough;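 also: 0% = enzyme with probe and DMSO and 100% = no enzyme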
# Target sequence (P0A9M0 whole entry, looked up): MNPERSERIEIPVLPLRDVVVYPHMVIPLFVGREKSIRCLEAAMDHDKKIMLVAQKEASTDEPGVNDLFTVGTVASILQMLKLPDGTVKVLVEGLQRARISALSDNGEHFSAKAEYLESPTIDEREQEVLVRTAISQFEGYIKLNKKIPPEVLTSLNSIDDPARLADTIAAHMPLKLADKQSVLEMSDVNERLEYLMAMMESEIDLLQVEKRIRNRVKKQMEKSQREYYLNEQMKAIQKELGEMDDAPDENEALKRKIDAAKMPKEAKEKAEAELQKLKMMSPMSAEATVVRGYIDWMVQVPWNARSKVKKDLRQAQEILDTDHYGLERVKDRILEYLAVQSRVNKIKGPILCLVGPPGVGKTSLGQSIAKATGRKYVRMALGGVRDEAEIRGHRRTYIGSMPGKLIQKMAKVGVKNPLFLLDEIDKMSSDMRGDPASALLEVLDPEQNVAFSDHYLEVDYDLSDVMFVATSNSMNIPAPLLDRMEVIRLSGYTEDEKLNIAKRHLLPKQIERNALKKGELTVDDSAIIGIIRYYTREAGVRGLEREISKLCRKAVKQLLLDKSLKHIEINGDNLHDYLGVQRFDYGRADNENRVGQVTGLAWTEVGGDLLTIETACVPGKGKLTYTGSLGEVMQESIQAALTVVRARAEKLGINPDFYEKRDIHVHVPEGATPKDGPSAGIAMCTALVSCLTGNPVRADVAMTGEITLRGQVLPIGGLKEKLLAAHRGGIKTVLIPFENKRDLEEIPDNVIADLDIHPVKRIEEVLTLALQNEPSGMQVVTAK
# FAS-TE inh: inhibitors of human fatty acid synthase thioesterase domain; recombinant FAS-TE, OMFH fluorogenic substrate, fluorescence endpoint; 360,000 compounds, 0.67% hits; inhibition, % at 15 µM;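 active = compounds whose normalised, plate-corrected inhibition of enzyme fluorescence in the single-dose primary screen is 50% or more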;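 also: 0% = DMSO with enzyme and 100% = substrate without enzyme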
# CendR NRP1 mod: modulators of CendR peptide binding to human neuropilin-1 | O14786 | AID 602438 | inhibition, % at 25 µM | 360,000 compounds, 0.85% hits | FAM-RPARPAR peptide binding to NRP-1, fluorescence polarization;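 active = inhibition or corrected inhibition above about 18%, plus a signal ratio from 0.5 to 1.5, limit read from the data, passing the limit was not always enough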; also: strong numbers were not always called active
# Numbers without * were called inactive; i = inactive; nt = no result given; + = active, no number.
SMILES,Rin1 Abl inh,bovine MsrA act,MsrA inh,MT1-MMP act inh,SKN-1 inh,Neddyl block,eLon inh,FAS-TE inh,CendR NRP1 mod
COc1ccc(C(=O)N2CCC(C(=O)O)CC2)cc1,-4,-1,0.4,0,-14,i,-1,-6,3
CN(C)C(=O)CN(c1ccc(F)c(Cl)c1)S(C)(=O)=O,1,-9,1.4,4,-12,i,-5,-9,-1
COc1ccc(-c2n(CC(=O)OC3CC(C)CCC3C(C)C)c3ccccc3[n+]2C)cc1 (configuration not stated),-3,-3,-0.1,-44,-2,i,-2,4,8
O=C(NCc1cccc(Cl)c1)C1CCC(=O)N(CCCN2CCCC2=O)C1 (configuration not stated),0,-3,-0.3,-2,-4,i,0,-7,3
NC(=O)c1ccccc1OCC(=O)N1CCC(Cc2ccccc2)CC1,2,-6,0.4,10,-18,i,-18,0,2
COC(=O)c1ccccc1NC(=O)CCCOc1cc(=O)n(C)c2ccccc12,1,-4,0.5,5,3,i,-6,-4,-9
Cc1cccc(-n2c(Cc3cc(=O)[nH]c(=O)[nH]3)nnc2SCC(=O)NCC2CCCO2)c1 (configuration not stated),-3,0,0.3,0,-7,i,6,-2,7
CC(C)C[C@H](NC(=O)c1nc[nH]c1C(=O)N1CCC(C)CC1)C(=O)OCc1ccccc1,-1,-1,0.4,3,3,i,1,0,-17
O=C(COC(=O)Cc1c(Cl)cccc1Cl)Nc1ccc(OC(F)(F)F)cc1,7,1,-0.6,2,-5,i,8,36,-2
N#C/C(=C\c1ccc(OCc2ccccc2)cc1)C(N)=O,-1,-3,4.4,-4,-10,i,-5,7,3
O=C(c1cccs1)N1CCN(c2ncc(C(F)(F)F)cc2Cl)CC1,3,-2,-0.4,5,5,i,-15,20,-8
Cc1ccc(NC(=O)C2=CC(c3cccs3)=NS(=O)(=O)N2C)cc1,-2,-1,2.8,-1,-6,i,10,15,0
Cn1nccc1C(=O)Nc1cccc(C(F)(F)F)c1,2,-3,1.1,nt,10,i,3,-6,5
Cc1nn(C)c(C)c1S(=O)(=O)N(CC(=O)NCCCN1CCC(C)CC1)c1ccc(C(C)C)cc1,0,-11,-1.0,0,0,i,-4,2,1
CCNC(=O)OCCC12CC3CC(CC(C3)C1)C2,3,-2,0.3,4,14,i,-2,3,7
O=C(c1cccc(Cl)c1)N1CCN(C2CCCCC2)CC1,2,-2,1.8,4,10,i,0,-4,21
CCOc1ccc(NC(=O)CCn2nc(C)c(S(=O)(=O)N3CCCCC3)c2C)cc1,0,-2,-1.2,-3,12,i,1,0,10
CN(CC(=O)NCC1COc2ccccc2O1)S(=O)(=O)c1ccc(Cl)cc1 (configuration not stated),3,1,0.6,7,6,i,0,1,4
CCN(CC(=O)NCc1cccs1)C(=O)CCCOc1ccc(C(C)(C)C)cc1,-2,1,-0.1,4,9,i,-2,23,7
N#Cc1cccc(CN2CCC(=O)N([C@H](CO)Cc3ccccc3)CC2)c1,4,-3,-0.4,0,-1,i,-3,-9,7

# Continued, overlapping the part above by 5 compounds.
SMILES,Rin1 Abl inh,bovine MsrA act,MsrA inh,MT1-MMP act inh,SKN-1 inh,Neddyl block,eLon inh,FAS-TE inh,CendR NRP1 mod
O=C(c1cccc(Cl)c1)N1CCN(C2CCCCC2)CC1,2,-2,1.8,4,10,i,0,-4,21
CCOc1ccc(NC(=O)CCn2nc(C)c(S(=O)(=O)N3CCCCC3)c2C)cc1,0,-2,-1.2,-3,12,i,1,0,10
CN(CC(=O)NCC1COc2ccccc2O1)S(=O)(=O)c1ccc(Cl)cc1 (configuration not stated),3,1,0.6,7,6,i,0,1,4
CCN(CC(=O)NCc1cccs1)C(=O)CCCOc1ccc(C(C)(C)C)cc1,-2,1,-0.1,4,9,i,-2,23,7
N#Cc1cccc(CN2CCC(=O)N([C@H](CO)Cc3ccccc3)CC2)c1,4,-3,-0.4,0,-1,i,-3,-9,7
O=C(NNC(=O)c1ccccc1O)c1ccc(S(=O)(=O)Nc2ccccc2)cc1,-6,-3,1.5,8,-3,i,-2,21,1
COC(=O)c1ccc(NC(=O)COc2cccc(-n3cnnn3)c2)cc1,2,-2,0.6,0,1,i,-5,8,-3
Cc1ccc2nc(N/N=C/c3ccco3)cc(C)c2c1,-6,-3,1.9,1,2,i,-29,4,6
O=C(NCCCCCNC(=O)c1cccnc1)c1cccnc1,0,-3,-1.3,1,8,i,4,-6,0
Cc1cc(OCC(=O)N2CCC(C(=O)O)CC2)c2c(C)cc(=O)oc2c1,0,-6,0.7,3,11,nt,-2,-7,-6
Cn1c(=O)c2c(ncn2CCN(CCO)Cc2ccccc2)n(C)c1=O,1,-4,-0.3,-6,-11,i,5,-6,-9
Cn1nnc2cc(NC(=O)NCc3ccc4c(c3)OCO4)ccc21,-2,-9,0.1,2,-6,i,-9,-3,-8
CS(=O)(=O)N1CCN(c2ccccc2NC(=O)Nc2cccc(Cl)c2)CC1,1,-3,1.3,-1,-2,i,0,20,-1
CCc1ccccc1NC(=O)N1CCc2ccccc21,1,0,-0.9,-1,-9,i,-2,-4,5
O=C(O)c1ccc(/C=N/N2CCN(C3c4ccccc4-c4ccccc43)CC2)cc1,2,-9,0.8,-5,5,i,-6,10,-2
O=C1CC(C(=O)Nc2ccccc2)S/C(=N\NC(=O)c2ccccc2Cl)N1 (configuration not stated),4,-4,-0.3,1,-4,i,-16,-1,2
O=C1[C@@H]2Cc3c([nH]c4ccccc34)C(c3ccccc3)N2C(=O)CN1CCO (some centres not stated),4,-2,-1.0,-1,7,i,1,-6,-4
OC1(c2cccc(C(F)(F)F)c2)CCNCC1,-3,-2,0.1,5,20,i,-9,-8,0
COc1cc(/C=N/NC(=O)c2cccc(NC(=O)c3ccccc3)c2)ccc1O,-2,-3,4.6*,6,-2,i,3,-1,7
COc1ccc(C2CC(c3cccs3)=NN2C(=O)CSc2nc(=O)n3ccc(C)cc3n2)cc1 (configuration not stated),-6,1,1.1,-5,-5,i,-32,57*,-28
Cc1nc(C)c(C(=O)OCC(=O)NCCc2ccc(S(N)(=O)=O)cc2)s1,-2,-1,-0.5,-2,21,i,-14,-8,4
Cc1ccc(NS(=O)(=O)c2ccc(C(=O)N3CCCCCC3)cc2)cc1,7,-4,1.2,3,-6,i,1,6,0
CC1(C)CC(=O)C(N=Nc2cccc(S(=O)(=O)N3CCOCC3)c2)=C(O)C1,-1,-2,2.5,-2,4,i,3,-3,7
O=C(O)CN1C(=O)c2cccc3c(Br)ccc1c23,1,-3,-0.2,-6,6,i,-5,-2,3
CN(C(=O)CSc1n[nH]c(-c2cccs2)n1)C1CCS(=O)(=O)C1 (configuration not stated),2,-2,-0.3,5,9,i,-8,-3,-3
CCN(CC)S(=O)(=O)c1ccc(S(=O)(=O)N2CCCC2)cc1,3,-6,-0.4,-2,3,i,-5,-3,-7
CCc1ccc(NC(=O)C(C)OC(=O)c2ccc(NS(=O)(=O)c3ccc(C)c([N+](=O)[O-])c3)cc2)cc1 (configuration not stated),0,-8,-0.6,12,7,i,-4,35,4
O=C(CC12CC3CC(CC(Br)(C3)C1)C2)NC1CCCC1,-1,-7,0.6,-1,7,i,3,2,-3
COC1=C(Nc2ccc(O)cc2)C(=O)c2ccccc2C1=O,-13,-5,-0.6,8,6,i,2,-6,19
COc1ccc(Nc2oc(-c3ccccc3)nc2C#N)cc1,-1,0,0.7,6,2,i,4,1,5
CCCCN(C(=O)Cn1nnc2ccccc21)C(C(=O)NCCOC)c1ccccc1 (configuration not stated),-4,0,-0.5,4,-2,i,4,-2,3
COc1ccc(CC2NCCC3(O)CCCCC23)cc1 (configuration not stated),1,0,-1.7,3,0,i,12,-9,7
COc1ccc(N/C=C(\[N+](=O)[O-])S(=O)(=O)c2ccccc2)cc1,2,0,1.4,3,11,i,-5,-2,0
COc1ccc(C(=O)NCc2csc(C(C)C)n2)cc1OC1CCN(C(C)=O)CC1,0,-7,1.6,2,-20,i,0,-4,-1
COc1ccc(-n2cnnc2SCC(=O)Nc2ccc(C(N)=O)cc2)cc1,-2,-2,0.3,5,11,i,-3,-6,-8
CCOC(=O)C1CCN(C(=O)CSC2=NCCS2)CC1,1,-3,0.2,0,7,i,-10,-9,-9
Nc1c(C(=O)CSc2nc3ccccc3o2)c(=O)[nH]c(=O)n1C1CC1,1,-13,-0.2,14,12,i,10,-5,-4
CC(C)NC(=O)NC(=O)COC(=O)c1cc[n+]([O-])cc1,0,-3,-0.3,2,9,i,0,-5,-4
CCN(C(=O)COC(=O)c1cccnc1SC)C1CCCCC1,1,-1,-0.1,-3,-4,i,-6,3,8
Nc1nccc2c1ncn2C1OC(CO)C(O)C1O (configuration not stated),4,3,1.3,-14,4,i,-2,-7,-20
NC(N)=S,-2,1,0.6,-1,-7,i,1,-2,-4
COc1ccc(C(CC(=O)N2CCN(c3ccccc3)CC2)c2c(OC)cc(OC)c3ccc(=O)oc23)cc1 (configuration not stated),0,-6,2.3,-4,10,+,-11,24,-8
CCOC(=O)c1sc(NC(=O)C2CC(=O)N(c3ccc(C)cc3)C2)nc1C (configuration not stated),4,-6,-0.8,-2,2,i,3,1,-1
O=C(NC1CCCCC1)c1ccc(-n2cncn2)c([N+](=O)[O-])c1,-3,-1,-0.6,3,-2,i,-6,-5,-3
CC(C)C(=O)Nc1csc(C(F)(F)F)c1-c1ccccc1,0,-3,1.6,0,-7,i,-1,2,-6
CSCCC(NC(=O)c1ccc(C(C)(C)C)cc1)C(=O)O (configuration not stated),-2,-2,-0.7,-2,-1,i,6,-5,7
CC(=O)c1ccc(S(=O)(=O)Nc2ccc(S(=O)(=O)N3CCCCC3)cc2)cc1,-1,-3,0.5,3,17,i,2,-6,-8
COc1ccc(N/C=C(\C#N)S(=O)(=O)c2ccc(OC)cc2)cc1,1,-2,1.8,-2,1,i,5,-6,12
O=[N+]([O-])c1ccc2nc(SCc3ccccc3Cl)sc2c1,0,-1,nt,-5,20,i,1,30,-4
O=C(c1ccc(Cl)cc1)C1CCN(C(=O)C2CC2)CC1,-1,6,nt,0,8,i,-1,-2,7
CCOC(=O)c1ccc(Nc2cc(C)nc(C)c2C(=O)OCC)cc1,-2,0,0.1,-2,22,i,5,5,-3
CCCCOCCCNC(=O)C[C@@H]1C[C@@]2(C(=O)OCC)CCC=C2N(CCC2=CCCCC2)C1=O,nt,-9,0.5,12,8,i,-11,-7,6
CCCC(=O)C1=C(O)C(C(=O)OC)C(C)(C)CC1=NC(C)C (configuration not stated),-1,-7,-0.4,1,1,i,-8,-1,-13
O=C(N/N=C/c1ccc(O)c(O)c1)c1cc(-c2ccccc2)nc2ccccc12,2,-4,1.4,3,4,i,6,0,-8
COc1ccc(C2CC(=O)c3cnc(N4CCN(Cc5ccccc5)CC4)nc3C2)cc1 (configuration not stated),-4,-10,0.4,3,-13,i,-3,18,20
O=S(=O)(c1ccc2c(c1)OCCO2)N1CCC(c2nc3ccccc3[nH]2)CC1,4,-1,-0.8,-6,10,i,-11,1,-2
Cc1ccccc1NC(=O)CCS(=O)(=O)c1cccc2nonc12,1,-2,0.0,3,7,i,-9,-3,-2
COc1cc(NS(=O)(=O)c2cc(C)ccc2OC)c(OC)cc1Cl,1,-3,1.4,-3,-21,i,1,23,-8
O=C(O)c1cccc(NC(=O)c2cc(-c3cccc(Cl)c3)nc3ccccc23)c1,0,-11,1.6,1,-3,i,-3,-4,13
Cc1ccc(-n2nnnc2CNC(=O)C2CC(=O)N(c3ccccc3)C2)cc1C (configuration not stated),0,-3,1.1,0,-3,i,-8,-5,28*
COc1ccccc1N1CCN(CC(=O)Nc2ccc(CN3CCCCC3)cc2)CC1,3,-7,nt,11,5,i,7,-6,18
O=C(CNc1ccc2ccccc2c1)N/N=C/c1ccncc1,-1,-1,0.5,-3,16,i,-2,-1,-10

# An unsorted share of the library; overall some 4.2% were active at least once.
